Source: PubChem BioAssay
ALOX12 inh: Primary qHTS assay for inhibitors of human arachidonate 12S-lipoxygenase (ALOX12): Round 2. Potency, µM (doses to about 108 µM), without a hit: at the top dose activity change, negative = inhibition, most hits filed as inhibitors. actives 1.1% (n = 580,000). Polyunsaturated fatty acid lipoxygenase ALOX12 (Homo sapiens), P18054. AID 1671190, 2021. purified 12hLO, xylenol orange hydroperoxide absorbance; active = well fitted inhibition curve with a large enough effect; inconclusive = small, poorly fitted or top-dose-only effect, or another doubt; inactive = no such curve, though single readings can be large or run the other way
Target sequence (P18054 whole entry, looked up): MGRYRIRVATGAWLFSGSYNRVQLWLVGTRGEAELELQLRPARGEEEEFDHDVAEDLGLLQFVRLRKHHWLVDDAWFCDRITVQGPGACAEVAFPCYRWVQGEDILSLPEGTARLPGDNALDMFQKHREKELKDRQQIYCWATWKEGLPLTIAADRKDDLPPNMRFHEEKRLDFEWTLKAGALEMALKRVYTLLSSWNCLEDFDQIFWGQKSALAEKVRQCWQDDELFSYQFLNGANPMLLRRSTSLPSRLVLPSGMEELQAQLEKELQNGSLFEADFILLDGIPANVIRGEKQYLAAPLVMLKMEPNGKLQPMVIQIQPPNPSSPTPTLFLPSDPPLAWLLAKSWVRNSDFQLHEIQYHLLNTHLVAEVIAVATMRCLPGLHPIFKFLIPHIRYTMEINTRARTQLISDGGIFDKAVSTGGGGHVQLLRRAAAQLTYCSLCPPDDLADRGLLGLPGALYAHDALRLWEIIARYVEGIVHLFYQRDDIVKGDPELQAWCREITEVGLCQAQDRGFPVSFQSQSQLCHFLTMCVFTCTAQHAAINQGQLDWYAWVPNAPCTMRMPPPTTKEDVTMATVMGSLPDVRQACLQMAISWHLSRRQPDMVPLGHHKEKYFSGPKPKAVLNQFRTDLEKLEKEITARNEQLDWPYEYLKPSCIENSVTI
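Hydroperoxide product was detected by ferrous iron/xylenol orange as the 573 to 405 nm absorbance ratio. Arachidonic acid at 40 uM (final) was turned over for 30 min at room temperature by 150 nM human 12hLO, pH 7.0 Hepes buffer, after 15 min compound preincubation.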
An asterisk follows results filed as active; u = inconclusive; ! = repeats disagree; [ ] = dose if it differs, or a comment. % is set by controls: 0 for no effect and ±100 for the full control effect; potency is the fitted concentration of half-maximal effect. The list is partial (hit frequency here may not be typical).

SMILES	ALOX12 inh
O=C([C@@H]1C[C@H](Oc2cccnc2)CN1C(=O)Nc1ccccc1F)N1CCOCC1	88%[activator]
CC1CCN(CCCNC(=O)c2cc3cc(F)ccc3[nH]2)CC1	-13%
C=CCCC(CN1CCOCC1)Oc1cc(C)nc(-c2ccccc2)n1 (configuration not stated)	17%
COCC(=O)NC1CCC12CCN(Cc1ccc(C)o1)CC2 (configuration not stated)	49%
CCC(C)NC(=O)C(NC(=O)c1ccc(OC)cc1)C1CCN(C(=O)c2cccc(OC)c2)CC1 (configuration not stated)	2%
Cc1nccn1CCc1nc2cc(NC(=O)C(C)C)ccc2n1C	-74%
Cc1c(C(=O)N2CCCCCC2)sc2ncnc(NCC3CCCO3)c12 (configuration not stated)	-5%
CCc1ccc(NC(=S)Nc2ccc(C)c(S(=O)(=O)N(CC)CC)c2)cc1	u
Cc1cccc(C(=O)N2CCC3(CC2)CC(N(Cc2ccc(F)cc2)C2CC2)CCO3)c1 (configuration not stated)	-8%
COc1ccc(-c2cc(=O)c3ccc(O)cc3o2)cc1OC	30%[activator]
CCn1nc(C)c2c(-c3ccccc3)cc(OC(C)C(=O)Nc3cccc(F)c3)nc21 (configuration not stated)	-19%
Cc1ccc(NC(=S)NCc2ccccc2)c(Br)c1	u
CN(C(=O)CSc1ccc2c(c1)OCCCO2)c1ccccc1	40%[activator]
O=C(Nc1cc(F)cc(F)c1)N1CCCC1c1nncn1C1CCCC1 (configuration not stated)	-19%
Cc1ccc(S(=O)(=O)N2CCC(C(=O)OC(C)C(=O)N3CCCCCC3)CC2)cc1C (configuration not stated)	7%
CC(C)Nc1nc(C(=O)Nc2ccc(O)cc2)cs1	u
O=C(NC1CCCCC1)c1ccnc(Cl)c1	15%
O=C(NCc1ccccn1)C1CN(S(=O)(=O)c2cccs2)CC12CCCCC2 (configuration not stated)	89%[activator]
COCc1c(C(=O)N[C@@H]2CN(c3ncccn3)C[C@H]2CN(C)C)noc1C	30%
COCC(=O)N[C@H]1C[C@@H](CO)N(Cc2cc(F)ccc2F)C1	12%
O=C(C1CCN(C(=O)N2CC3CC(C2)[C@H]2CCCC(=O)N2C3)CC1)N1CCCCCC1 (some centres not stated)	15%
Oc1ccc(-c2nc(-c3ccccc3F)cs2)cc1	u
Cc1ccc(NC(=O)Cn2c(=O)n(C)c(=O)c3sc(N4CCCC4)nc32)c(Cl)c1	-6%
O=C(C[C@@H]1CCNC[C@@H]1Cc1cc(-c2ccc(F)cc2)on1)NCc1ccc(F)cc1	u

Reprinted from the part before: four entries, then new ones.
SMILES	ALOX12 inh
O=C(C1CCN(C(=O)N2CC3CC(C2)[C@H]2CCCC(=O)N2C3)CC1)N1CCCCCC1 (some centres not stated)	15%
Oc1ccc(-c2nc(-c3ccccc3F)cs2)cc1	u
Cc1ccc(NC(=O)Cn2c(=O)n(C)c(=O)c3sc(N4CCCC4)nc32)c(Cl)c1	-6%
O=C(C[C@@H]1CCNC[C@@H]1Cc1cc(-c2ccc(F)cc2)on1)NCc1ccc(F)cc1	u
Cc1oc2c(c1C(=O)N1CCCC1)CN(Cc1ccc(F)cc1)CC2	u
O=C(c1nn(Cc2ccccc2)c(=O)c2ccccc12)N1CCCSc2ccccc21	-14%
O=C(Cc1ccc2c(c1)OCO2)N1CCOc2ccc(CN3CCOCC3)cc2C1	10%
COc1ccc2[nH]c3c(c2c1)CCN(C)C31CCN(C(=O)c2ccccn2)CC1	17%
COc1ccc(-c2noc(CC3CCN(C(=O)C4(c5ccc(OC)cc5)CC4)CC3)n2)cc1	-7%
CCCC(=O)N(c1ccc(OC)cc1OC)C1C=CS(=O)(=O)C1 (configuration not stated)	-14%
COCC(=O)NC[C@H]1O[C@@H](CO)[C@@H](O)[C@H]1N(C)CCc1ccccn1	38%[activator][176 µM]
O=C(N[C@H]1CCN2C(=O)c3cc(/C=C/c4ccccc4)ccc3NC(=O)[C@H]12)C1CCCC1	-4%[176 µM]
Nc1nc(Cl)nc(NCc2ccccc2)c1[N+](=O)[O-]	-33%
CCc1noc(C)c1C(=O)Nc1sc2c(c1C(N)=O)CCC2	5%
Cc1c(C(=O)N2CCCCCC2)c(S(=O)(=O)N2c3ccccc3CC2C)c(C)n1C (configuration not stated)	-3%
O=C(NCc1ccc(-c2cnc3c(Oc4ccccc4)nccn23)cc1)c1cccc(O)c1	27%[176 µM]

Reformatted bar-delimited: 2 of the compounds above.
compound | ALOX12 inh
O=C(c1nn(Cc2ccccc2)c(=O)c2ccccc12)N1CCCSc2ccccc21 | -14%
CCc1noc(C)c1C(=O)Nc1sc2c(c1C(N)=O)CCC2 | 5%

Following part
SMILES	ALOX12 inh
CCOc1ccc(C(C(=O)NC2CCCCC2)N(C(=O)c2cnccn2)c2cccs2)cc1 (configuration not stated)	-12%
CCN(C1CCOCC1)C1CN(C(=O)C(C)C)C1	-8%
O=C(Nc1ccc(F)c(Cl)c1)c1ccc(-c2ccccc2)cc1	5%
CCN(CC)CC(C)NC (configuration not stated)	-29%[22.9 µM]
CC(C)CSc1nnc(CNC(=O)c2ccccn2)n1C	0%
CCCCCNC(=O)Cc1csc2nc(C)c(-c3cc(C)n(-c4ccc(F)cc4)n3)c(=O)n12	4%
O=C(Cn1cccc1-c1nc(-c2ccc(Cl)cc2)no1)N1CCc2ccccc21	16%
CC(=O)NC1CC2(CCN(C(=O)c3c(C)noc3C)CC2)c2ccccc21 (configuration not stated)	3%[6.33 µM]
COc1cc(NC(=O)c2c(OC)cc(=O)n3c2CCCC3)cc(OC)c1	35%[activator]
CC(C)Cn1c(SCC(=O)NCc2ccccc2Cl)nc2ncccc2c1=O	u
Cc1ccc2cccc(NC(=O)c3ccc(C)c(C)c3)c2n1	u
Cc1ccc2c(c1)-n1c(nc3ccccc3c1=O)C(Cc1ccc(O)cc1)NC2=O (configuration not stated)	u
CCNc1ncnc2sc3c(c12)CCN(Cc1cccnc1)C3	150%[activator]
Cc1cccc(-n2nc(C)c(CCC(=O)NC3CC3)c2Oc2ccccc2C)c1	u
CC[C@H](C)[C@H]1CNC(=O)C(=O)N1CC1CCN(CCc2ccc(OC)c(OC)c2)CC1	u
COc1ccc(NC(=O)N[C@H]2CC[C@@H](CC(=O)NC3CCC3)O[C@@H]2CO)cc1	-13%
COCC(=O)N(C1CCOCC1)C1CCN(C(=O)c2ccc(OC)c(F)c2)CC1	4%
C/C(CC(C)(C)c1ccccc1)=N\NC(=O)CC#N	15%
COc1ccc(CC(=O)N2CCCN(S(C)(=O)=O)c3ccccc32)cc1OC	30%
O=C(N[C@H]1CCN2C(=O)c3cc(Br)ccc3NC(=O)[C@@H]2C1)c1ccco1	-8%[176 µM]
CCOC1=C2CN(S(=O)(=O)c3ccc(C)cc3)C(c3ccc(CC)cc3)CC2n2c(=O)n(-c3ccccc3)c(=O)n2C1 (configuration not stated)	-13%
COC[C@@H]1CCCN1c1ccc2c(c1)O[C@H](COCc1ccccc1)CN([C@@H](C)c1ccccc1)S2(=O)=O	26%
COC1C(=O)N(c2cccc(F)c2)C12CCN(C(=O)c1cc3ccccc3[nH]1)CC2 (configuration not stated)	u
CCCCC(Sc1nnc(C)n1-c1ccccc1C)C(=O)Nc1cc(C)on1 (configuration not stated)	19%
CCNC(=S)Nc1ccc(C)cc1Br	-17%
Cc1nn(-c2ncnc3nc[nH]c23)c2c1C(c1c(F)cccc1F)CC(=O)N2 (configuration not stated)	-2%
O=C(c1ccncc1)N1CCC(Oc2ccc(-c3noc(-c4ccccc4)n3)cc2)C1 (configuration not stated)	2%
Cc1ccc(Cl)cc1NS(=O)(=O)c1cc(-c2ccno2)oc1C	-9%
CNC(=O)c1onc(-c2ccc(Cl)cc2)c1[C@H](C)O	-9%[176 µM]
CN(Cc1ccccc1)Cc1cn([C@H]2CO[C@H]3[C@@H]2OC[C@@H]3NC(=O)C2CCCCC2)nn1	-18%
Cn1cc(C(C(=O)O)N2CCN(c3ccc(Cl)cc3)CC2)c2cc(C(=O)O)ccc21 (configuration not stated)	u
O=C(CCS(=O)(=O)Cc1ccccc1)Nc1cc(C(F)(F)F)ccc1Cl	3%
CC(=O)N1C[C@@H](C(=O)NCCc2ccc(Cl)cc2)[C@H](c2nc(C)no2)C1	52%[activator]
COCC1CN(C(=O)NCc2ccc(F)cc2)CC12CCNCC2 (configuration not stated)	u
Oc1cn2c(n1)Nc1ccc(Cl)c(Cl)c1C2	u
Cc1cccn2c(CNC(=O)CCc3cc4n(n3)CCCNC4)cnc12	u
Cc1cc(C(=O)N2CCCC(c3nnc(Cn4ccnc4C)n3C)C2)no1 (configuration not stated)	38%[activator]
COc1cc(C(=O)N2CCC(C(=O)O)(n3cccn3)CC2)ccc1F	8%
CN(C)c1ccc(NC(=O)CCCc2c[nH]c3ccccc23)cc1	-1%
Cn1cnc2c1c(=O)n(CC(=O)Nc1ccccc1C(=O)N1CCCCC1)c(=O)n2C	-2%
CN1CCCC2(CCN(C(=O)c3cc(=O)[nH]c4ccc(F)cc34)C2)C1=O (configuration not stated)	18%
COc1ccc(Cl)cc1NS(=O)(=O)c1cc(-c2n[nH]c(=O)c3c2CCCC3)ccc1C	u
COCCN=C1Nc2ncccc2NC12CCCN(C(=O)c1cccc(OC)c1)C2 (configuration not stated)	23%
Cc1ccc(C)c(NC(=O)c2ccc3ncsc3c2)c1	u
COc1ccc(-c2ccc(C(=O)N[C@@H]3COCC[C@H]3OC)o2)cc1	24%
Cc1cc(C)n2ncc(-c3noc(C(=O)NCCO)n3)c2n1	-10%
Fc1ccccc1CN1CCNc2cnc(OCc3cccnc3)cc2C1	21%[176 µM]
CC(=O)C1=C(C)N(Cc2ccc(Br)cc2)C(=S)NC1c1ccc(F)cc1 (configuration not stated)	35µM*
Cc1cc(C(C)(C)C)cc(C)c1CS(=O)Cc1cccc(F)c1 (configuration not stated)	-53%
CN(C)C(=O)c1ccc(OCc2coc(-c3cccc(F)c3)n2)cc1	8%
Cc1ccc(NC2(c3nnnn3-c3c(C)cccc3C)CCCC2)cc1	-61%
CCOC(=O)C1CCN(C(=O)c2cc(-c3cccc(OC)c3)n[nH]2)CC1	-33%
COc1ccc(C(=O)N2CCN(C(=O)c3nnn4c3COC(c3ccc(Cl)cc3)C4)CC2)c(C)c1 (configuration not stated)	11%
COC(=O)CNC(=O)Cn1ccc2ccc(OCc3ccccc3)cc21	u
COc1ccc2c(c1)CC/C2=N\OC(=O)c1cc(Cl)ccc1SC	u
CC(C)Cc1nnc(NC(=O)c2nn(Cc3ccccc3)c(=O)c3ccccc23)s1	30%
Cc1cn(CC(=O)N2C[C@@H](C)[C@](O)(C(C)C)C2)c(=O)[nH]c1=O	-29%
CCCn1cc(-c2ccnc(NC3CCN(Cc4ccccn4)CC3)n2)c(C)n1	62%[activator]
COc1ccc(Nc2ncnc3ccc(OC)cc23)cc1	u
CNC(=O)c1noc([C@@H]2CC(F)(F)CN2C(=O)c2ccc(C)cc2)n1	26%
Next structures:
SMILES	ALOX12 inh
CC(C)OC(=O)c1nc2ccccc2nc1N1CCN(c2ccc(F)cc2)CC1	-44%
COC(=O)[C@]12CCCCC=C1N(CCc1ccc(OC)c(OC)c1)C(=O)[C@H](CC(=O)N1CCCCC1)C2	1%
CN(Cc1ccc(C(=O)NCC(F)(F)F)cc1)C(=O)c1cccc(F)c1	11%
CN1CC(=O)N(c2ccc(Cl)cc2)Cc2c(NCC(C)(C)C)ncnc21	3%
O=C(NCc1ccccc1)C1CCN(C(=O)N2CC3CC(C2)[C@H]2CCCC(=O)N2C3)CC1 (some centres not stated)	47%[activator]
C(=NCc1ccccc1)c1cn(-c2ccccc2)nc1-c1cccs1	50µM*!
COc1ccc(C(=O)N/C(=C\c2ccc(-c3cccc(C(F)(F)F)c3)o2)C(=O)NC(C)(C)C)cc1	-4%
O=C(NC1CCCc2c1[nH]c1ccccc21)c1n[nH]c2c1CCC2 (configuration not stated)	4%
Cc1cc(C(=O)N/N=C/c2ccsc2)cs1	25%
CSCc1ccc(C(=O)Nc2ccc3c(c2)NC(=O)CS3)cc1	u
CCn1c(=O)c2c(nc(-n3nc(C)cc3C)n2Cc2c(Cl)cccc2Cl)n(C)c1=O	-16%
FC(F)(F)c1ccc(Cl)c(N/N=C/c2cccc(Br)c2)c1	u

Ordered by number of heavy atoms (largest number first): 3 of the compounds above.
SMILES	ALOX12 inh
O=C(NCc1ccccc1)C1CCN(C(=O)N2CC3CC(C2)[C@H]2CCCC(=O)N2C3)CC1 (some centres not stated)	47%[activator]
O=C(Cn1cccc1-c1nc(-c2ccc(Cl)cc2)no1)N1CCc2ccccc21	16%
COc1ccc(-c2cc(=O)c3ccc(O)cc3o2)cc1OC	30%[activator]

Additional results follow.
SMILES	ALOX12 inh
Cc1cnc(C(=O)N[C@@H]2CCC[C@@H]2C(=O)N2CCN(CC(C)C)CC2)cn1	62%
CCOC(=O)C1=CN(CC(=O)Nc2ccc(C)cc2)S(=O)(=O)N=C1C	-23%
COC[C@@H]1CN(C(=O)c2cc3ccccc3[nH]2)C[C@H]1c1ccccn1	35%[activator]
Cc1cccc(-c2nnc3sc(NC(=O)c4cccc(F)c4)nn23)c1	u
CCN1CCCC12Cc1ccccc1CN([S+](C)(=O)[O-])C2 (configuration not stated)	u
COc1ccc2c(CN3CCN(c4ccc(F)cc4)CC3)cc(=O)oc2c1	u
CNC(=O)c1ccc(I)cc1	36%[activator]
